Rin1-Abl PPI inh – human Rin1-Abl interaction inhibition | 360,000 compounds, 0.4% hits | P00519+Q13671 | TR-FRET Rin1/Abl binding, biochemical | inhibition, % at 7.35 µM; in the data active = inhibition above about 5%, passing the limit was not always enough
Neddylation inh – inhibitors of human cullin neddylation; P61081+Q13564; TR-FRET cullin neddylation, biochemical; calls only at 25 µM; 360,000 compounds, 0.58% hits; AID 651699; in the data active = inhibition above about 36%
Rpn11 inh – blocks the human proteasome subunit Rpn11; O00487; human 26S proteasome, Ub4-pepOG fluorescence polarization; 20S core pre-blocked with epoxomicin; calls only at 20 µM; 360,000 compounds, 0.59% hits; AID 588493;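 active = inhibition at 20 µM, scaled to each plate's controls, above about 33%, limit read from the data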
SKN-1 inh – blocks SKN-1 activity in C. elegans | C. elegans VP596 Pgst-4::GFP/RFP ratio, acrylamide-induced, 24 h | inhibition, % at 21.8 µM | 360,000 compounds, 0.49% hits;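 active = interference check ratio from 0.5 to 1.5 plus GFP to RFP signal ratio inhibition reaching or exceeding a fixed threshold, cut at about 30% in these data, passing the limit was not always enough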; note: some compounds called inactive have numbers as strong as hits
NadD block – NadD (S. aureus) enzyme inhibition; 360,000 compounds, 0.78% hits; AID 602399; inhibition, % at 20 µM; purified NadD enzyme, colorimetric absorbance read-out; in the data active = inhibition above about 26%; note: some compounds past the cut are filed as inactive
MLLE-PAM2 inh – blocks PAM2 peptide binding to the PABP1 MLLE domain | P11940 | GST-MLLE / FITC-PAM2 fluorescence polarization | inhibition, % at 20 µM | 360,000 compounds, 0.36% hits | AID 588489; in the data active = inhibition above about 35%, passing the limit was not always enough;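 note: plate controls were DMSO wells with GST-MLLE for no effect and wells lacking GST-MLLE protein for full effect; some results filed as inactive read as strong as hits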
Target sequence (P11940 whole entry, looked up, the tested form may be a part): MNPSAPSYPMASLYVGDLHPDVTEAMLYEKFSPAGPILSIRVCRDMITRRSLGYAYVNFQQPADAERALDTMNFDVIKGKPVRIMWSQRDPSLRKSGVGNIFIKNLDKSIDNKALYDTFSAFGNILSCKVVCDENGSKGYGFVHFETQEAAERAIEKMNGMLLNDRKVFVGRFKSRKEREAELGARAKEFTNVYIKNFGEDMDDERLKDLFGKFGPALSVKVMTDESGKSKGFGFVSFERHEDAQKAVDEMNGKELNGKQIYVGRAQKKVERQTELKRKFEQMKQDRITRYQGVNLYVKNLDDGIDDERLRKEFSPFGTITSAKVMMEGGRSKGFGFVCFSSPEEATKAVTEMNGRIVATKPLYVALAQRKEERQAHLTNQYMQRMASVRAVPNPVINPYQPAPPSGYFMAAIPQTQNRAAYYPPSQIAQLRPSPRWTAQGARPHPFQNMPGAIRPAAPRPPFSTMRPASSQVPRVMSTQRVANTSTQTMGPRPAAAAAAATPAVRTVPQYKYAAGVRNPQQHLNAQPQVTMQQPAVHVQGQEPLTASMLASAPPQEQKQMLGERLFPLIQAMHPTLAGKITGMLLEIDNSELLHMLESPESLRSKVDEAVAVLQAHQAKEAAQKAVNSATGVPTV
MT1-MMP act inh – blocks activation of human MT1-MMP. P50281. HT1080 RFP-PRO-GFP cells, GFP/RFP ratio fluorescence, overnight; percent of plate control window, DMSO zero. GFP/RFP ratio change, % at 20 µM. 360,000 compounds, 0.061% hits. AID 651647;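 active = GFP/RFP ratio change of at least 30% with cell ATP level not reduced by more than half and red fluorescence within 50% of control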; note: strong numbers were not always called active
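Assay system: HT1080 RFP-PRO-GFP cells. Benchmarks: DMSO vehicle wells and RFP-L50D-GFP reporter cell wells. Times: overnight cell settling, then overnight compound exposure, 37 °C, 5% CO2. Compound: 20 µM single dose, 1% DMSO. Read-out basis: GFP/RFP fluorescence ratio.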
FAS TE block – inhibitors of human fatty acid synthase thioesterase domain. P49327. recombinant FAS-TE, OMFH fluorogenic substrate, fluorescence endpoint. inhibition, % at 15 µM. 360,000 compounds, 0.67% hits. AID 602261;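 active = compounds whose normalised, plate-corrected inhibition of enzyme fluorescence in the single-dose primary screen is 50% or more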;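 note: 0% = DMSO with enzyme and 100% = substrate without enzyme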
CSN deneddyl inh – blocks human CSN-mediated cullin deneddylation; 360,000 compounds, 0.38% hits; Purified CSN, SCF-Nedd8-OG deneddylation, fluorescence polarization; inhibition, % at 12.5 µM; Q92905;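 active = pattern-corrected inhibition above about 35%, with an unprinted fluorescence ratio check between 0.5 and 1.5, limit read from the data, passing the limit was not always enough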;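 note: 0% = enzyme with substrate and 100% = substrate without enzyme; some results filed as inactive read as strong as hits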
Target sequence (Q92905 whole entry, looked up, one chain of several): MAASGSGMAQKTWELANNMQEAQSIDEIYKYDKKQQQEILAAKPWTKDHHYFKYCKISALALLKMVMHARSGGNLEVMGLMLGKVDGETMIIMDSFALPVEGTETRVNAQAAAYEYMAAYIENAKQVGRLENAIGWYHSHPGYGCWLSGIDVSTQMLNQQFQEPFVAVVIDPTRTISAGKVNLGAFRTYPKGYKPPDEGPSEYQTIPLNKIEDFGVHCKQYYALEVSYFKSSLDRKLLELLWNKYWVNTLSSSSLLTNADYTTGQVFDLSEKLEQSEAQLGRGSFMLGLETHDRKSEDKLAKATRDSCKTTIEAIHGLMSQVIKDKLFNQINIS
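Test system: purified human Csn5 enzyme expressed in HEK293T cells. Amount: 0.24 nM enzyme. Reagent: SCFSkp2-Nedd8OG substrate at 10 nM final. Schedule: 90 min incubation of compound, enzyme and substrate at room temperature. Detection: fluorescence polarization. Read-out: % inhibition of substrate cleavage by Csn5.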
Starred values were filed as active, the others as inactive; i = inactive; x = no result given; + = active, no number.

SMILES	Rin1-Abl PPI inh	Neddylation inh	Rpn11 inh	SKN-1 inh	NadD block	MLLE-PAM2 inh	MT1-MMP act inh	FAS TE block	CSN deneddyl inh
CN(c1ccccc1)c1ccc(/C=C(\C#N)c2nnc3n2CCCCC3)cc1[N+](=O)[O-]	-3.6	i	i	-4.6	11.7	5.4	5.6	-1.9	-5.6
CC1CCCN(C(=O)c2ccc3c(c2)OCCO3)C1 (centres undefined)	-0.3	i	i	9.1	14.9	5.3	-0.9	-3.3	-4.2
Cc1c(C(=O)N2CCC(N3CCSCC3)CC2)oc2c(F)cccc12	1.6	i	i	0.2	-8.0	-11.4	-0.6	-3.7	-0.8
O=C(Nc1ccccc1F)C1CCN(C(=O)NC2CCCCC2)CC1	6.0	i	i	1.7	-1.4	-1.8	0.2	-9.0	-1.2
O=C(Nc1cccc(C(=O)N2CCCC2)c1)C1CCCC1	0.8	i	i	1.6	1.5	-4.2	2.3	-6.0	5.0
COCCN(C(=O)COC(=O)c1ccc(C)s1)c1c(N)n(Cc2ccccc2)c(=O)[nH]c1=O	4.2	i	i	-2.6	-5.6	0.6	1.6	-5.8	-4.2
O=C(Nc1ccccc1)N1CCCN(Cc2ccccc2F)C1	0.1	i	i	5.9	7.1	-3.5	0.2	-8.2	-0.8
COC(=O)[C@@H](N)CS	0.4	i	i	-2.3	11.4	36.1	0.5	-2.9	-4.9
O=C(NCCN1CCOCC1)c1c(O)nc2ccccn2c1=O	-0.2	i	i	-0.5	0.2	10.9	1.5	-6.4	2.0
O=C(CSc1ccsc1[N+](=O)[O-])N1CCCCCC1	-0.6	i	i	-9.1	-1.9	9.3	1.8	-6.5	5.4
CN(CC(=O)Nc1cccc(F)c1)C(=O)CCC1CCCCC1	2.0	i	i	-14.4	-5.3	-6.7	4.0	13.3	1.5
COCCCN1CN=C(Nc2nc3ccccc3o2)NC1	0.9	i	i	-4.7	-0.5	-4.4	0.6	-1.9	0.8
CC1(C)CC(=O)C(C=NCCN2CCN(CCc3ccccc3)CC2)=C(O)C1	-1.1	i	i	-12.9	-5.2	-10.4	4.9	-5.6	3.7
CCOC(=O)Cn1nnnc1C	-6.1	i	i	3.9	-0.7	4.2	3.2	-1.8	-6.8
COC(=O)C1=C(C)NC(=O)/C1=C\c1cc(C)n(-c2cc(C)cc(C)c2)c1C	-0.1	i	i	-1.6	31.7*	-5.5	-14.9	3.6	5.7
COC(=O)c1ccc(OC)c(Cn2c(=O)n(C)c(=O)c3ccccc32)c1	1.2	i	i	-4.3	0.9	1.6	0.3	4.9	2.5
Cc1cc(N(C)Cc2ccccc2)nc2cc(O)ccc12	1.2	x	i	-9.5	-8.1	-9.1	-1.1	4.6	-2.1
Cc1cc(C)c(S(=O)(=O)NCCCn2ccnc2)c(C)c1	-2.6	i	i	5.4	-1.2	0.9	-0.4	-12.6	1.2
CN(CC1CCN(CCc2cccc(C(F)(F)F)c2)CC1)C(=O)c1ccccc1	-1.2	i	i	12.7	-7.5	-2.6	-1.8	-8.6	7.1
CCn1nc(C)c(CNC(=O)c2cc(COc3ccccc3SC)on2)c1C	-1.0	i	i	-7.9	-0.6	-3.6	1.2	-0.4	-2.9
Cc1ccc(CNC(=O)c2ccc(S(=O)(=O)N(C)C)cc2)n1C	4.0	i	i	6.9	-6.7	5.5	-1.5	-5.8	1.2
Cc1cccc(C)c1OC(=O)CN1C(=O)c2ccccc2C1=O	-0.6	i	i	25.7	1.7	-0.7	-0.3	11.0	1.7
Cc1ccc(O)c(-c2cc(C(=O)NCc3ccc4c(c3)OCO4)[nH]n2)c1	-4.1	i	i	-4.8	2.4	2.2	19.8	-3.0	-2.0
Cn1c2ccccc2c2cnn(CC(=O)Nc3cccc(F)c3)c(=O)c21	-3.2	i	i	-4.4	-7.4	-6.6	-1.1	-2.7	0.5
COc1ccc2cc(C3=CC(=O)CC(C)(C)C3=O)ccc2c1	-1.3	i	i	15.0	0.4	-19.5	3.5	4.3	-7.2
O=c1n(Cc2ccc(Cl)cc2)c2sc3c(c2c2ncnn12)CCCC3	0.4	i	i	-0.6	12.8	-12.0	-12.0	14.5	-1.8
O=C(CCCN1C(=O)C2CCCCN2C1=O)N1CCN(c2ccc([N+](=O)[O-])cc2)CC1 (centres undefined)	-2.0	i	i	-30.2	-8.3	3.0	-1.6	-0.5	1.5
COc1ccc2nc3oc(C(=O)N4CCN(c5cccc(C(F)(F)F)c5)CC4)cc3cc2c1	-0.9	i	i	1.8	-0.6	-3.9	10.3	27.0	2.1
COc1cccc(CN(Cc2ccccc2F)S(=O)(=O)c2ccc(S(=O)(=O)NCc3ccccc3)cc2)c1	-2.0	i	i	4.4	3.7	3.4	2.7	4.9	1.0
CCOc1ccc(N2C(=O)/C(=C/c3ccc(C)o3)N(C)C2=S)cc1	1.0	i	i	-1.0	-2.1	26.7	-1.6	-7.5	1.9
Cc1nn2c(-c3ccc(S(=O)(=O)N4CCN(C)CC4)o3)nnc2c2ccccc12	-2.7	i	i	-8.3	-4.7	0.9	4.7	0.4	-0.6
CCN(CC)C(=O)c1[nH]cnc1C(=O)N[C@@H](Cc1ccccc1)C(=O)OC(C)(C)C	4.4	i	i	-1.6	-5.0	4.2	-2.0	-3.4	0.2
O=C(CCSc1nc2cc(Cl)ccc2o1)N1CCOCC1	1.6	i	i	-11.7	-4.1	-10.0	-4.3	-3.7	2.8
CCCCOc1c(Br)cc(/C=C2\N=C(C)OC2=O)cc1OCC	-0.2	i	i	-12.0	-2.7	5.7	-0.7	-2.6	1.5
Cc1ccc(-c2c(C#N)c(N)nc3c2CCCCCC3)o1	-1.9	i	i	8.6	5.6	23.6	-6.3	4.4	1.1
CCc1ccc2c(c1)cc(CN(C(=S)Nc1ccc(Cl)cc1)C1CC1)c1nnnn12	0.2	i	i	13.5	10.9	-52.2	4.8	42.9	-0.9

2 compounds from above, reduced to Neddylation inh and Rpn11 inh:
Molecule | Neddylation inh | Rpn11 inh
Cc1ccc(O)c(-c2cc(C(=O)NCc3ccc4c(c3)OCO4)[nH]n2)c1 | i | i
Cn1c2ccccc2c2cnn(CC(=O)Nc3cccc(F)c3)c(=O)c21 | i | i

(list continues)
SMILES	Rin1-Abl PPI inh	Neddylation inh	Rpn11 inh	SKN-1 inh	NadD block	MLLE-PAM2 inh	MT1-MMP act inh	FAS TE block	CSN deneddyl inh
CCC(c1nnnn1Cc1ccc(F)cc1)N1CCN(C2CCCCC2)CC1 (centres undefined)	5.2	i	i	20.9	0.9	-6.0	-4.8	0.3	0.1
COc1ccc(CCNS(=O)(=O)c2cccc([N+](=O)[O-])c2)cc1OC	-2.0	i	i	1.5	-1.1	-1.0	1.0	-2.1	3.3
COc1cc(C)c(C(=O)Oc2cc(C)c(C(=O)O)c(O)c2C)c(O)c1C(=O)O	-0.1	i	i	6.3	4.1	-1.9	-2.4	-3.5	3.2
CCCNC(=O)C12CCC(C)(c3nc4cc(C)c(C)cc4nc31)C2(C)C (centres undefined)	-0.1	i	i	-8.8	-4.6	5.3	-6.0	5.2	0.2
COc1ccc2ccc(O)c(CN(C)CC(=O)Nc3ccccc3C(F)(F)F)c2c1	4.2	i	i	-2.6	-3.4	28.6	-4.0	13.4	-2.7
CCCN(CC(=O)Nc1ccccc1C)C(=O)CCCOc1ccc(Br)cc1	0.9	i	i	10.0	3.8	-6.4	0.7	5.9	2.8
COc1ccc(Cn2c(O)c(C=Nc3ccc(C)cc3)c3ccccc3c2=O)cc1	-1.8	i	i	-11.1	8.1	-7.7	-4.3	27.7	7.1
Cc1ccc2c(c1)-c1c(ssc1=S)C(C)(C)N2C(=O)c1ccco1	-2.0	i	i	7.6	15.5	47.8*	-5.5	21.2	1.6
O=C(NN1CCOCC1)c1cccc(Br)c1	1.0	i	i	6.9	-2.9	-0.2	2.3	-7.0	-1.6
COCCN(Cc1ccccc1)C(=O)c1ccc2c(c1)NC(=O)CS2	1.9	i	i	-8.5	-4.6	-8.0	-2.8	-1.2	-0.1
CCC1CCCCN1CCCNC(=O)Cn1ncc2c([nH]c3ccc(C)cc32)c1=O (centres undefined)	-1.6	i	i	-2.2	8.1	-2.2	x	-6.6	5.0
O=C(Nc1cc2c3c(c1)CC(=O)N3CCC2)c1ccc(Br)cc1	-1.4	i	i	18.2	7.8	-8.1	0.1	1.8	3.5
Clc1ccc2c(c1)CNc1c(ncnc1N1CCOCC1)O2	0.1	i	i	-6.6	1.5	3.5	2.8	-5.5	7.5
CCOc1ccccc1C1N=C(c2ccc(OC)cc2)CC(c2ccccc2O)N1 (centres undefined)	0.6	i	+	6.0	0.7	3.4	-3.9	13.6	5.3
CC(C)c1ccccc1N=C1SCCCN1C(=O)c1cccc(N2C(=O)CCC2=O)c1	-1.8	i	i	-13.3	0.6	9.7	3.9	4.3	4.4
CC(C)CCNC(=O)C(c1ccco1)N(Cc1ccc(F)cc1)C(=O)c1snc(C(N)=O)c1N (centres undefined)	-0.2	i	i	4.1	-5.3	-0.1	-0.3	9.5	6.4
CCOC(=O)c1ccc(NC(=O)COc2coc(CN3CCc4ccccc43)cc2=O)cc1	1.1	i	i	-4.6	19.1	7.8	-3.1	-1.4	1.8
CNC(=S)Nc1ccc(C)c(NC(=S)NC)c1	-0.9	i	i	-3.8	-1.2	9.6	2.7	-2.8	0.3
CCOC(=O)C1(CC)NC(c2ccc(N(C)C)cc2)C2C(=O)N(C)C(=O)C21 (centres undefined)	-2.2	i	i	-13.5	-1.8	1.1	6.9	-6.0	3.7
Cc1cccc(C)c1OCc1nnc(NC(=O)CSc2ccc(Cl)cc2)s1	1.4	i	i	-4.9	-1.5	-3.1	1.2	-6.7	-4.6
COc1ccc(C(=O)OCC(=O)c2ccc3[nH]c(=O)[nH]c3c2)c(OC)c1OC	4.8	i	i	13.1	2.8	-0.9	-1.9	-1.0	7.6
O=C(c1cnn(-c2ccc(Cl)cc2)c1)c1ccccc1O	-2.0	i	i	-8.6	-6.9	-6.4	-1.6	26.6	-3.9
COc1cccc(NS(=O)(=O)c2c(C(=O)N3CCCCCC3)c(C)n(C)c2C)c1	-4.0	i	i	3.1	-3.2	16.1	-3.2	-3.2	-2.2
O=C1CCCCC1Nc1ccc(Cl)cc1 (centres undefined)	-1.3	i	i	26.5	-2.4	18.8	4.0	-1.2	3.8
CCCNC(=O)C1CC(=O)N(c2ccc(OCc3ccc(Cl)cc3)cc2)C1 (centres undefined)	-0.6	i	i	-1.6	0.5	-3.4	7.0	2.4	0.2
CC(C)c1nc2scc(-c3ccc(Cl)cc3)c2c(=O)n1N	-1.5	i	i	-11.1	-4.7	-1.8	12.3	10.9	0.6
CC(C)C(=O)NNC(=O)CSc1nnc(-c2ccccc2)c(-c2ccccc2)n1	0.2	i	i	4.5	1.2	-12.0	-2.2	-0.6	-3.5
C=CCn1c(SCC(N)=O)nnc1-c1cccc(Br)c1	1.6	i	i	-3.0	1.0	-14.4	3.6	-2.8	0.0
O=C(C[n+]1cccc2ccccc21)c1ccccc1	-0.4	i	x	24.0	1.3	4.8	-3.6	-12.7	-7.6

Source: PubChem BioAssay (several laboratories)
